OXTR potentiator: human OXTR potentiation; AID 2445; CHO-OTR cells, Fluo-8 calcium fluorescence, potentiator mode; 0% = oxytocin EC15, 100% = EC100; P30559; 320,000 tested, 0.061% active; activation, % at 3 µM;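 active = activation above that plate's cutoff, the mean activation of tested compounds plus 3 SD, cut at about 6.6% in these data, passing the limit was not always enough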;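 note: 100% uses oxytocin at 75 nM as the full agonist control; some results filed as inactive read as strong as hits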
Target sequence (P30559 whole entry, looked up): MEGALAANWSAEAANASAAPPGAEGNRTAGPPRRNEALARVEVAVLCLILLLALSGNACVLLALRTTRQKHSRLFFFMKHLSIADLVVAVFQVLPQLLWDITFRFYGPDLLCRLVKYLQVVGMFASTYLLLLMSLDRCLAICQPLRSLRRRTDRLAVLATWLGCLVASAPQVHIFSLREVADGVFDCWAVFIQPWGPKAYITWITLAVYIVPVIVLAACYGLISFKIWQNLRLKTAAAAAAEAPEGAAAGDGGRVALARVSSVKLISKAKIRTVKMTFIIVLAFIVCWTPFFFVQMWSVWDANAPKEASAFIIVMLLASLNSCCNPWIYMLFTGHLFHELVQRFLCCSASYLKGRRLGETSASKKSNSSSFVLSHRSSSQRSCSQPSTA
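Assay system: CHO-OTR cells, human receptor / Also added: oxytocin at about EC15, sub-maximal agonist stimulus / Dosing: single dose, 3.0 µM nominal final compound concentration / Incubation: 6 min pre-incubation, 100 s read / Technique: Fluo-8 calcium dye fluorescence / Read-out: % activation vs EC15 and EC100 oxytocin / Benchmarks: EC15 oxytocin low, 75 nM oxytocin high / Replicates: singlicate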
V1R ag counter: V1a receptor agonism, counter-screen for OXTR agonists. P37288. CHO-V1R cells, Fluo-8 calcium fluorescence, agonist mode; 0% DMSO, 100% 3 nM vasopressin. activation, % at 3 µM. 320,000 tested, 0.25% active. AID 2797;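 active = activation above the mean activation of all tested compounds plus 3 SD, per screening run, cut at about 20% in these data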;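 note: signal is peak over basal fluorescence ratio across a 100 second FLIPR read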
TAAR1 antag: human TAAR1 antagonism; CHO RD-HGA16 TAAR1, Fluo-8 calcium fluorescence, antagonist; inhibition, % at 3 µM; 360,000 tested, 1.5% active; AID 624466;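 active = inhibition above a per-plate cutoff, the mean inhibition of test compounds on that plate plus 3 SD, cut at about 49% in these data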;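 note: 0% = DMSO plus EC80 beta-PEA response and 100% = DMSO alone without agonist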
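System: CHO RD-HGA16 cells bearing hTAAR1. Reagent: EC80 β-phenethylamine stimulus. Schedule: seeding 17-24 h prior, 75-min 37 °C, 30-min RT dye loading. Signal: Fluo-8 intracellular calcium dye fluorescence, real-time kinetic reads. Read-out: % inhibition from peak post-agonist over basal fluorescence ratio. Benchmarks: vehicle wells and EC80 agonist wells. Replicates: n of 1.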
CHRM1 antagonist: antagonists of human M1 muscarinic receptor | 360,000 tested, 1.3% active | CHO-K1 hM1, Fluo-8 calcium fluorescence, ACh EC80 antagonist | inhibition, % at 3 µM | P11229;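 active = percent inhibition above its own plate's cutoff, namely the mean of that plate's compound wells plus 3 SD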;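 note: peak over basal fluorescence ratio during 140 s after agonist addition; 0% = ACh EC80 plus DMSO and 100% = DMSO alone without agonist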
Target sequence (P11229 whole entry, looked up): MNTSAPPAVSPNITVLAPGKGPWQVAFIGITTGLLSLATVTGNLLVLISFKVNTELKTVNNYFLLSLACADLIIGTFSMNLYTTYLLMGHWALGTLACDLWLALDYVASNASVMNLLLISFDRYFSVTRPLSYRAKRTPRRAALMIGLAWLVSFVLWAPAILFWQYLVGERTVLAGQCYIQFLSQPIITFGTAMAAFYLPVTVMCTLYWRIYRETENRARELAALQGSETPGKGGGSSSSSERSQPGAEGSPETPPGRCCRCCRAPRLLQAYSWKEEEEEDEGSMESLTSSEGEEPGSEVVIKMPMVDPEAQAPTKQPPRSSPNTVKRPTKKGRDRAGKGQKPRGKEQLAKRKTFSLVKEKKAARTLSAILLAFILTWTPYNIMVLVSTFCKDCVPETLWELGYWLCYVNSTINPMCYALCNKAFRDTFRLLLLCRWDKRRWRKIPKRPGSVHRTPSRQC
TAAR1 ag: agonists of human TAAR1; Q96RJ0; CHO RD-HGA16 TAAR1, Fluo-8 calcium fluorescence; vehicle wells 0%, saturating PEA agonist 100%; activation, % at 3 µM; 360,000 tested, 0.99% active;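 active = activation above the mean activation of all test compounds in the run plus 3 SD, cut at about 38% in these data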
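Repeats: no replicates (n 1) | Material: CHO-derived RD-HGA16 cells with stable Gα16 and human TAAR1 | Technique: Kinetic Fluo-8 calcium fluorescence | Schedule: 17-24 h seeding, 75 min 37 °C dye, 30 min RT | Evaluation: % activation from peak over basal fluorescence ratio, DMSO-to-PEA scaled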
CHO parental Ca: signal in parental CHO cells, OX1R antagonist counter-screen; 330,000 tested, 0.63% active; inhibition, % at 5.6 µM; parental CHO-K1, ATP-induced calcium, Fluo-8 fluorescence;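 active = inhibition above that plate's mean sample inhibition plus 3 SD, cut at about 26% in these data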;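 note: 0% = ATP-challenged DMSO wells and 100% = DMSO wells without ATP; some compounds past the cut are filed as inactive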
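Material – parental CHO cells · Reagent – ATP stimulus · Compound – single nominal dose of 5.6 µM per compound · Detection – Fluo-8 fluorescence · Read-out basis – percent inhibition of calcium signal · Controls – ATP-challenged DMSO wells low, unchallenged DMSO wells high · Repeats – no replicates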
M1 PAM: human CHRM1 positive allosteric modulation. P11229. CHO-K1 hM1, Fluo-8 calcium fluorescence, ACh EC20; 0% = ACh EC20, 100% = maximal ACh. activation, % at 3 µM. 360,000 tested, 0.088% active; in the data active = activation above about 19%, passing the limit was not always enough
OXTR ag: agonists of human oxytocin receptor; 320,000 tested, 0.32% active; CHO-OTR cells, Fluo-8 calcium fluorescence; normalized: DMSO 0%, oxytocin 100%; P30559; activation, % at 3 µM; AID 2435;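 active = activation above the mean of all tested compounds plus 3 SD, cutoff set per screening run, cut at about 20% in these data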;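 note: peak over basal fluorescence ratio from a 100 s FLIPR kinetic read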
M1 ag: agonists of human M1 muscarinic receptor | CHO-K1 hM1, Fluo-8 calcium fluorescence, agonist mode; 0% DMSO, 100% acetylcholine EC100 | activation, % at 3 µM | 360,000 tested, 0.33% active | AID 588814;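 active = activation above the run's mean compound activation plus 3 SD, cut at about 16% in these data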;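 note: peak over basal fluorescence ratio within a 140 s kinetic read after compound addition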
* marks the source's active call; other numbers are inactive results; . = no result given.

Start of the data: the first two records, to show the layout:
SMILES	OXTR potentiator	V1R ag counter	TAAR1 antag	CHRM1 antagonist	TAAR1 ag	CHO parental Ca	M1 PAM	OXTR ag	M1 ag
COc1cc(-c2ccc(NC(C)=O)c(OC)c2)ccc1NC(C)=O	-8	0.9	3	-13	5	-4	10	-0.2	-3
Cc1cccc(-c2n[nH]c(=S)n2C)c1	-9	-0.6	-19	-4	0	-7	4	-0.7	-1

The listing (from the top)
SMILES	OXTR potentiator	V1R ag counter	TAAR1 antag	CHRM1 antagonist	TAAR1 ag	CHO parental Ca	M1 PAM	OXTR ag	M1 ag
COc1cc(-c2ccc(NC(C)=O)c(OC)c2)ccc1NC(C)=O	-8	0.9	3	-13	5	-4	10	-0.2	-3
Cc1cccc(-c2n[nH]c(=S)n2C)c1	-9	-0.6	-19	-4	0	-7	4	-0.7	-1
CC(C)OCCCNC(=O)c1ccc(CN2CCc3ccccc3C2)cc1	-10	1.4	-6	-6	1	-9	0	1.0	-8
COCCOC(=O)c1nccnc1C(=O)Nc1ccc(S(=O)(=O)N2CCOCC2)cc1	-2	0.1	-19	-11	1	-3	11	0.8	-3
O=C(COC(=O)c1ccc(Br)o1)Nc1ccc(Br)cc1	-9	-0.7	9	-1	40*	3	2	-0.6	-4
COCCn1nnnc1C(c1cc2ccc(OC)cc2[nH]c1=O)N1CCN(C2CCCCC2)CC1 (configuration not stated)	-9	-0.6	9	-3	1	-9	4	-0.7	-6
Cc1ccccc1-c1cc(C(=O)O)n(CC2CC(c3cccnc3)=NO2)n1 (configuration not stated)	2	-0.4	3	0	6	-8	-2	1.4	-4
COC(=O)c1ccc(-c2nc(O)c(C)s2)cc1	-8	0.7	-13	-4	3	-1	8	-0.2	-6
O=C(CCCNc1ccccc1)N/N=C/c1cccs1	-3	1.7	-4	-6	6	9	4	1.1	-6
Cc1ccc(-n2c(=O)[nH]cc(C(=O)Nc3ccc4c(c3)OCCO4)c2=O)cc1	-9	0.8	-11	-12	16	-13	7	0.3	-2
COc1cc(/C=N/NC(=O)COc2ccccc2[N+](=O)[O-])ccc1OC(=O)c1ccco1	-4	2.2	22	-15	6	-16	8	1.0	-5
O=C(COc1ncnc2ccccc12)Nc1cc([N+](=O)[O-])ccc1Cl	-3	0.5	-19	0	10	-9	0	0.4	-3
CCO[C@H]1OC(C(=O)NC2CC2)=C[C@@H](c2ccccc2)[C@@H]1CCCO	-8	0.0	9	2	5	-9	-8	-0.1	0
O=C1SC(SCc2ccccc2)=N/C1=C\c1ccc(C(=O)O)cc1	-9	-0.7	4	12	2	-3	0	-0.7	-2
O=C(Nc1cccc(F)c1)c1cccnc1NCCc1ccccc1	-12	0.5	19	-1	3	-36	-2	-1.4	-8
Cc1ccc(Nc2nc(N)nc(CSC(=S)N3CCOCC3)n2)cc1	-9	1.2	-14	-4	1	-16	4	-1.3	-4
CCOc1ccc(N2C(=O)C3C(c4ccccc4F)NN(C(=O)c4ccc(C)cc4)C3C2=O)cc1 (configuration not stated)	-2	0.2	9	8	-2	-19	-7	-2.1	-5
CCN1CCN(C(=O)c2cn(CC)c3ccc(S(=O)(=O)N(C)C)cc3c2=O)CC1	-7	1.2	5	-9	2	12	2	1.4	-13
O=C1CCCN1CCCNc1nc(NCc2cccs2)nc2ccsc12	.	.	99*	68*	92*	.	-33	.	69*
CNS(=O)(=O)c1cc(OC)c(OC)cc1CC(=O)OC	2	0.9	14	-1	10	0	4	1.0	-5
CC(CNC(=O)c1cc(COc2ccc3ncccc3c2)on1)c1ccccc1 (configuration not stated)	-10	12	32	43*	16	58*	-14	14	2
S=c1[nH]nc(-c2cccs2)n1Cc1ccccc1	5	-0.1	-34	7	2	-12	-2	0.5	-6
COc1ccc([N+](=O)[O-])cc1C(=O)Nc1ccc(OCC(=O)N2CCOCC2)cc1	-3	-0.2	6	-7	0	-6	7	0.3	-7
COC1=C(Br)C(=O)c2ncccc2C1=O	.	.	0	-11	26	.	8	.	0
CN1CCN(C(=O)NC2CCCN2S(=O)(=O)c2ccc(Cl)cc2)CC1 (configuration not stated)	-10	-0.3	-18	-12	6	-10	7	-0.5	-3
CCC(C)C(=O)Nc1nc2ccc(S(C)(=O)=O)cc2s1 (configuration not stated)	-3	-0.5	-8	-6	1	-11	4	-1.2	-5
O=C(CSc1nc2ccccc2c(=O)n1-c1ccc(F)cc1)Nc1ccc(C(=O)O)cc1	-11	-0.2	4	-16	-1	-7	11	0.9	-3
O=C(Nc1ccc(Cl)c(C(F)(F)F)c1)C1Cc2c(-c3ccccc3)ccnc2O1 (configuration not stated)	.	.	-8	0	2	.	-3	.	-4
O=C(Nc1ccc(F)cc1)c1ccc(C(=O)N2CCCC(O)C2)cc1 (configuration not stated)	-6	0.8	10	-6	9	-3	14	0.1	-1
CCCNC(=O)CN(Cc1ccccc1F)S(=O)(=O)c1ccc(C)cc1	-3	-0.8	-9	16	0	-19	-12	-2.0	-5

3 of the compounds above, field by field:
O=C1CCCN1CCCNc1nc(NCc2cccs2)nc2ccsc12
  OXTR potentiator: .
  V1R ag counter: .
  TAAR1 antag: 99*
  CHRM1 antagonist: 68*
  TAAR1 ag: 92*
  CHO parental Ca: .
  M1 PAM: -33
  OXTR ag: .
  M1 ag: 69*

CNS(=O)(=O)c1cc(OC)c(OC)cc1CC(=O)OC
  OXTR potentiator: 2
  V1R ag counter: 0.9
  TAAR1 antag: 14
  CHRM1 antagonist: -1
  TAAR1 ag: 10
  CHO parental Ca: 0
  M1 PAM: 4
  OXTR ag: 1.0
  M1 ag: -5

CC(CNC(=O)c1cc(COc2ccc3ncccc3c2)on1)c1ccccc1 (configuration not stated)
  OXTR potentiator: -10
  V1R ag counter: 12
  TAAR1 antag: 32
  CHRM1 antagonist: 43*
  TAAR1 ag: 16
  CHO parental Ca: 58*
  M1 PAM: -14
  OXTR ag: 14
  M1 ag: 2

Following part:
SMILES	OXTR potentiator	V1R ag counter	TAAR1 antag	CHRM1 antagonist	TAAR1 ag	CHO parental Ca	M1 PAM	OXTR ag	M1 ag
O=C(CCC(=O)Nc1ccccc1)NNC(=O)COc1ccccc1	-5	1.4	-17	12	5	-6	-6	0.6	-1
CN(CC(=O)Nc1ccccc1C(F)(F)F)C(=O)c1ccc(N2C(=O)CCC2=O)cc1	0	0.9	-7	-13	2	-6	19	0.3	1
COc1ccc(NC(=O)NCc2ccc(Cl)cc2)cc1	.	.	-15	0	0	.	-1	.	-3
CCCC(C)NC(=O)C1CCN(C(=O)C2CC(=O)N(c3ccc(C)cc3)C2)CC1 (configuration not stated)	-9	1.6	4	-14	1	-8	15	-0.2	-4
CCOC(=O)C(=NC1CCS(=O)(=O)C1)NNc1ccc(Br)cc1 (configuration not stated)	0	0.7	5	-3	1	0	-1	1.6	-2
O=C(NNc1ccccc1)C(=O)NNc1ccccc1	.	.	-4	-19	1	.	7	.	-1
O=C1C(=O)c2ccccc2C(O)=C1c1ccccc1F	-3	-0.2	-31	21	-1	-8	-6	-1.4	-4
CCn1nc(C(=O)Nc2cccc(S(=O)(=O)N3CCCC3)c2)c2ccccc2c1=O	4	-0.5	6	6	3	-27	-8	-1.2	-5
O=C(COc1cccc2cccnc12)N/N=C/c1cccn1-c1ccc(F)cc1	-13	-3.0	53*	13	18	-28	-10	-2.9	-3
CCOC(=O)CC(NC(=O)Cc1ccccc1)c1ccccc1Cl (configuration not stated)	-3	-0.4	-11	-8	5	-31	6	-1.2	-5
COc1ccc(C2/C(=C(\O)c3cc(C)ccc3C)C(=O)C(=O)N2CCN(C)C)cc1OC (configuration not stated)	-12	-0.1	5	-4	-1	2	3	2.9	-3
Cc1ccc(Nc2nnc(C3C(=O)N(C)C4(C)CC3c3cc(Br)ccc3O4)s2)cc1 (configuration not stated)	-15	6.4	10	-11	10	-22	2	7.8	-4
CN(C)CCNC(=O)c1ccccc1-c1ccccc1	-6	-0.5	3	-4	15	-1	-5	0.8	-7
COc1ccc(S(=O)(=O)NC(C)C(=O)NCC2CCCO2)cc1OC (configuration not stated)	-4	0.3	0	-15	2	2	9	0.4	-2
Cc1c(C(Nc2ccccn2)c2ccc(Cl)cc2)c(=O)n(-c2ccccc2)n1C (configuration not stated)	-8	-1.1	11	-4	2	6	2	-0.8	-3

Quoted at random: three compounds from above.
SMILES	OXTR potentiator	V1R ag counter	TAAR1 antag	CHRM1 antagonist	TAAR1 ag	CHO parental Ca	M1 PAM	OXTR ag	M1 ag
CCOC(=O)CC(NC(=O)Cc1ccccc1)c1ccccc1Cl (configuration not stated)	-3	-0.4	-11	-8	5	-31	6	-1.2	-5
O=C1CCCN1CCCNc1nc(NCc2cccs2)nc2ccsc12	.	.	99*	68*	92*	.	-33	.	69*
CCCC(C)NC(=O)C1CCN(C(=O)C2CC(=O)N(c3ccc(C)cc3)C2)CC1 (configuration not stated)	-9	1.6	4	-14	1	-8	15	-0.2	-4

Carrying on:
SMILES	OXTR potentiator	V1R ag counter	TAAR1 antag	CHRM1 antagonist	TAAR1 ag	CHO parental Ca	M1 PAM	OXTR ag	M1 ag
COc1ccc(NS(=O)(=O)c2cccc(C(=O)NNC(=O)c3cncc(Br)c3)c2)cc1	-4	0.2	8	1	0	-26	2	-0.5	1
COCCn1c(C)cc(C(=O)COC(=O)/C=C/c2c(C)nn(C3CCS(=O)(=O)C3)c2Cl)c1C (configuration not stated)	-3	3.0	6	-10	4	-7	3	4.3	-1
CC(CC(=O)NCCc1ccc(Cl)cc1)S(=O)(=O)c1ccc2c(c1)NC(=O)CO2 (configuration not stated)	-6	3.3	19	-9	5	-17	4	0.7	-3
CSc1cccc(CN2CCN(Cc3ccccc3)C(CCO)C2)c1 (configuration not stated)	-11	0.9	11	-6	10	-12	2	0.3	-13
COc1cccc(CNC(=O)CSc2nnc3c(n2)[nH]c2ccc(F)cc23)c1	1	0.4	-8	-7	0	-1	16	0.0	-2
CSCCC(C(=O)O)N1C(=O)c2ccc(C(=O)O)cc2C1=O (configuration not stated)	-14	-0.2	2	-10	6	-3	8	0.0	-2
CC(=O)Oc1ccc2c(=O)oc(-c3ccccc3C)nc2c1	-11	-0.5	-25	-15	3	3	7	5.6	-1
COc1ccc(CCN2C(=O)C(C)=C(C)C2=O)cc1OC	-7	-0.1	-16	-19	5	-13	13	0.6	0
